# Screening results from PubChem BioAssay.
# TSHR antagonist = human thyrotropin receptor antagonism | P16473 | TSHR-expressing cells, TSH-stimulated cAMP HTRF, 2 h; active compounds read low | activity change, negative = inhibition, % at 11.5 µM | 0.2% of 330,000 active;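 active means activity change below a set negative limit, meaning inhibition stronger than a set level, cut at about -70% in these data; inconclusive means activity change between two set negative limits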; further: on the % scale 0 is the no-effect control and ±100 the full control effect
#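 TSHR-expressing cells were treated with compounds, then stimulated with TSH at EC80 (4nM final) for 2 hours at 37 deg C. Cellular cAMP was measured by HTRF competition between lysate cAMP and cAMP-d2 for a cryptate-labelled anti-cAMP antibody.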
# ELG1 repair inh = inhibitors of ELG1-dependent DNA repair in HEK293T cells; 2.3% of 330,000 active; HEK293T ELG1-luciferase reporter, luminescence, 16 h; DNA damage induced by 5-fluorouridine; Potency, µM (doses to about 46.1 µM), for the others: at the top dose activity change, negative = inhibition, hits mostly inhibitors; further: potency means the concentration at half of the fitted maximal effect; on the % scale 0 is the no-effect control and ±100 the full control effect; nearly all actives have a fitted effect of over 55% in size
#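 HEK293T cells expressing luciferase-tagged ELG1 (2,000/well) received 5-Fluorouridine plus compound or DMSO for 16 hr at 37 °C. Luciferase was read by ONE-Glo luminescence after 30 min at room temperature.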
# Mito fusion yeast = mitochondrial division inhibition or fusion activation | S. cerevisiae fusion-defective mutant growth rescue, CellTiterGlo 48 h | Potency, µM (doses to about 46.1 µM), for inactives: top-dose growth rescue (activation), actives largely listed as activators | 0.23% of 320,000 active | AID 485298;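 further: potency means the concentration at half of the fitted maximal effect; % of control where 0% means no effect; nearly all actives have a fitted effect of over 45% in size; temperature-sensitive fusion mutants such as fzo1-1 at 37 °C on non-fermentable ethanol glycerol medium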
#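 Temperature-sensitive fusion-defective S. cerevisiae (e.g. fzo1-1, mgm1-5) were grown with compound in YPEG medium (3% ethanol, 3% glycerol) for 48 hours at 37C. Growth rescue was measured as viability by CellTiterGlo luminescence after 10 minutes at ambient.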
# Eya2 inh = Eya2 (human) phosphatase inhibition; O00167; Potency, µM (top dose mostly 76.9 µM), without a hit: at the highest dose activity, negative = inhibition, hits mostly inhibitors; 0.006% of 330,000 active; AID 488837; recombinant Eya2, OMFP fluorescence dephosphorylation (OMFP is methylfluorescein phosphate); further: potency means the concentration at half of the fitted maximal effect; on the % scale 0 is the no-effect control and ±100 the full control effect
#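 Eya2 protein (added as 0.2 uM solution) was preincubated with compound for 10 min at ambient temperature in 50 mM HEPES pH 7.5, 50 mM NaCl, 5 uM MgCl2, 0.05% BSA, 1 mM DTT. OMFP (added at 50 uM) then reacted 10 min; fluorescence read at 485/525 nm.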
# A-T KAP1 phos = potential ataxia-telangiectasia treatments restoring KAP-1 phosphorylation. […] A-T fibroblasts, KAP-1 phosphorylation AlphaLISA; neocarzinostatin DNA damage 30 min before lysis. Potency, µM (titrated, usually from 57.5 µM), inactives show at the highest dose activation, hits mostly activators. 0.19% of 320,000 active. AID 485349; further: potency means the concentration at half of the fitted maximal effect; % of control where 0% means no effect; nearly all actives have a fitted effect of over 45% in size
#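 hTERT-immortalized A-T patient fibroblasts ([…]), 500 cells/well in OPTI-MEM, 1% FBS, got compounds for 60 min, then NCS for 30 min at 37C. Lysates were then assayed for phospho-KAP-1 by AlphaLISA (anti-pKAP1 donor, anti-KAP1 acceptor beads), 6 hr at 25C.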
# USP2a block = inhibitors of human ubiquitin-specific protease USP2a; USP2 core, Ub-CHOP2 coupled fluorogenic reporter, 485/531; Potency, µM (doses to about 38.3 µM), for the others: at the highest dose activity change, negative = inhibition, usual class: inhibitors; 0.01% of 330,000 active;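 further: potency means the concentration at half of the fitted maximal effect; plate controls were DMSO wells for no effect and full inhibition by NEM control for full effect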
# Target sequence (O75604 whole entry, looked up): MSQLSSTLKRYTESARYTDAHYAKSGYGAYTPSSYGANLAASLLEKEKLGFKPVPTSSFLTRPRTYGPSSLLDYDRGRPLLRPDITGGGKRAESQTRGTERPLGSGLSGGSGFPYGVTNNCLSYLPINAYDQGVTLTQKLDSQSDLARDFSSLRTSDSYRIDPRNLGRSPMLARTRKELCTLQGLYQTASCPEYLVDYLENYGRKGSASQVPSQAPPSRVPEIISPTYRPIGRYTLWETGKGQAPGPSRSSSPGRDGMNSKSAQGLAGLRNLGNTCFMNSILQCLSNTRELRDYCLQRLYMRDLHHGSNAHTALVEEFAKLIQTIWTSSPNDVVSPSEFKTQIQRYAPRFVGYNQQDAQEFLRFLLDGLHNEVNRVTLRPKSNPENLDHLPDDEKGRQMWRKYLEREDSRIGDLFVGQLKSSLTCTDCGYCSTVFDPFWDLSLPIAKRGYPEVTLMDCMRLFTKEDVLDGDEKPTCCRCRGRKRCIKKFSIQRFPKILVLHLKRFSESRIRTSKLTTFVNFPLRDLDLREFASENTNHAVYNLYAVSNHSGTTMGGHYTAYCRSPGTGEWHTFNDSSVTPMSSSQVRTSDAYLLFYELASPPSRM
#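 USP2 core (10nM final) preincubated 30min RT with compound in 20mM Tris-HCl pH 8.0, 2mM CaCl2, 2mM beta-mercaptoethanol, 0.05% CHAPS; 25nM Ub-CHOP2 plus 25nM reporter substrate added, fluorescence (Ex485/Em531) read after 60min.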
# TCR act = T cell receptor activation; AID 504894; 330,000 tested, under 10 active; primary human leukocytes, anti-CD3, IL-2 HTRF, 48 h; Potency, µM (series often up to 9.22 µM), for the others: at the highest dose activation of IL-2 secretion, hits mostly activators; further: % of control where 0% means no effect
#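 IL-2 produced over 48 hr by a-CD3 bead-stimulated primary human leukocytes exposed to compounds was detected with a homogeneous time-resolved FRET immunoassay, 665nm acceptor signal after 320nm excitation.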
# hERG WT inh = blocks the wildtype human KCNH2 potassium channel; Q12809; U2OS, BacMam KCNH2, thallium flux FluxOr; active compounds read low; activity change, % at 1.84 µM; 0.37% of 340,000 active; AID 720551;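 active means maximum activity change below -70%; inconclusive means maximum activity change between -70% and -50%; inactive means maximum activity change above -50%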; further: on the % scale 0 is the no-effect control and ±100 the full control effect
#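 U2OS cells transduced with wild-type KCNH2 virus are loaded with FluxOr dye for 45 min, and thallium flux is measured in kinetic reads before and after stimulation buffer. Rate constants are normalized to DMSO controls.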
# TRPV1 ag = human TRPV1 agonism; Q8NER1; TRPV1-expressing cells, Fluo-8 calcium influx, agonist mode; activation, % at 8.33 µM; 0.19% of 320,000 active; in the data active means activation above about 80%; inconclusive means between about 30% and that limit; further: 0% is about no effect
#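 TRPV1-expressing cells were cultured overnight at 35.5C and loaded with Fluo-8 calcium dye for 40 to 90 min at room temperature. After a 10 s baseline, compound was added and calcium influx was read kinetically for 3 min (ex 480/em 520 nm).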
# KCNH2 3.1 block = inhibitors of human KCNH2 3.1 potassium channel isoform; U2OS KCNH2 3.1, thallium flux FluxOr; active compounds read low; activity change, % (tested at about 1.8 µM); 0.95% of 340,000 active; AID 720553;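 active means maximum activity change below -70%; inconclusive means maximum activity change from -70% to -50%; inactive means maximum activity change above -50%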;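 further: thallium influx rate constant from kinetic fluorescence after stimulation buffer; on the % scale 0 is the no-effect control and ±100 the full control effect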
#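 Channel expression came from 3.1 mutant virus (1.77 x 10^8 /mL) applied to suspended U2OS cells for 4 h. Flux was tracked with FluxOr dye plus Red40 quencher, and kinetic rate constants normalized to controls.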
# * = called active by the depositor; ? = inconclusive; nt = no result given; [ ] = dose if it differs, or a comment. Unless noted, the call rests on the fitted dose curve; in most records, active means well fitted curve in the direction sought with a large enough effect; inconclusive means small, poorly fitted or top-dose-only effect, or another doubt; inactive means no such curve, though single readings can be large; an effect the other way counts as inactive or inconclusive.
SMILES,TSHR antagonist,ELG1 repair inh,Mito fusion yeast,Eya2 inh,A-T KAP1 phos,USP2a block,TCR act,hERG WT inh,TRPV1 ag,KCNH2 3.1 block
N#CC(C#N)=c1ccc2c(c1)N1C3=C(CCCC3)CC3CCCCC31N=2 (centres undefined),-9,-11%,21%,-10%,0%,0%,0%,-3,0,-14
CCCCC1CC1C(=O)Nc1ccc(OC)c(OC)c1 (centres undefined),0,14%,-4%,-28%,10%,0%,4%,-8,?,3
NC(=O)c1ccc(-c2ccc(Br)cc2)o1,1,?,-2%,-4%,-9%,-2%,nt,3,28,-4
CCN(CC(=O)N1CCC(C(N)=O)CC1)S(=O)(=O)c1ccc(Cl)cc1,8,-2%,-3%,-8%,-8%,0%,-3%,11,-4,6
COCCCNC(=O)Cn1c(=O)n(CCCCCC(=O)NCc2ccc3c(c2)OCO3)c(=O)c2sccc21,27,-6%,-11%,2%,7%,0%,6%,-8,3,0
CC(C)(C)C(=O)NC(NC(=S)Nc1sc2c(c1C#N)CCCC2)C(Cl)(Cl)Cl (centres undefined),-43,-4%,-2%,4%,0%,-3%,nt,1,-2,-2
CC(=O)Nc1ccc(OC(=O)Cc2ccc(Cl)cc2)cc1,-18,6%,2%,-2%,10%,1%,-4%,25,1,-4
COc1ccc(C(=O)N2CCOC2CNC(=O)C(=O)NCc2ccc(F)cc2)cc1 (centres undefined),-9,-2%,1%,3%,5%,1%,nt,-9,0,9
Nc1cc2c(cc1C(=O)c1ccccc1F)OCCO2,-9,-8%,-1%,12%,-4%,-1%,0%,-7,14,8
COc1ccccc1N1CCN(c2ncnc3c2oc2ccccc23)CC1,?,?,26%,6%,4%,1%,1%,12,4,-2
Cc1ccc(NC(=O)CSc2nc(N)c3c4c(sc3n2)CSC(C)(C)C4)cc1,-8,?,23%,-12%,3%,1%,0%[46.1 µM],-2,0,-13
CC(NC(=S)Nc1ccc(F)cc1)C(c1cccs1)N1CCOCC1 (centres undefined),7,-1%,-5%,-6%,-1%,-5%,1%,5,7,24
O=C1c2cccc3c(N4CCCCC4)ccc(c23)C(=O)N1CCO,-12,?,5%,45%,14%,6%,-2%,13,?,-5
Cc1ccc(CNS(=O)(=O)c2ccc3c(c2)N(C)CCO3)cc1,-5,?,4%,-2%,0%,2%,-2%,1,11,32
C/C(=N/NC(=O)c1ccncc1)c1ccc2c(c1)OCO2,-2,0%,-1%,-13%,-7%,1%,-5%,5,-3,-8
Cc1onc(-c2ccc(Cl)cc2Cl)c1-c1csc(N/N=C/c2ccccc2)n1,-12,4%,-3%,14%,5%,1%,0%,1,0,-10
Cc1c(NC(=O)c2cc(-c3ccc(Cl)c(Cl)c3)on2)c(=O)n(-c2ccccc2)n1C,11,-17%,21%,8%,4%,2%,-196%,0,-3,-7
CC(=O)Nc1ccc(Nc2c([N+](=O)[O-])cc(S(C)(=O)=O)cc2[N+](=O)[O-])cc1,-1,-6%,-5%,-21%,3%,0%,-9%[46.1 µM],6,1,-9
COCCN(C(=O)COC(=O)c1cccnc1Cl)c1c(N)n(Cc2ccccc2)c(=O)[nH]c1=O,-2,21%,5%,29%,3%,2%,-5%,0,-2,-1
Cn1c(=S)c2[nH]c(SCCN3CCCC3)nc2n(C)c1=O,18,?,-25%,-22%,5%,1%,12%,-17,1,-6
COc1ccccc1NS(=O)(=O)c1ccc(-c2cnc(C3CC3)o2)cc1,22,?,2%,4%,-19%,0%,4%,1,1,-5
CC(C)(C)CC(=O)NCc1cccs1,9,12%,-4%,0%,0%,-1%,-2%,-6,17,0
CC(NC(=O)NC12CC3CC(CC(C3)C1)C2)c1ccc2c(c1)OCO2 (centres undefined),-12,-19%,14%,-12%,1%,-1%,2%,15,?,5
COC(=O)CSc1nc2[nH]ncc2c(=O)[nH]1,3,5%,-4%,-5%,3%,0%,2%,-7,5,4
Cn1cnnc1SCCCN1C(=O)c2cccc3cccc(c23)C1=O,0,10%,-1%,-8%,-2%,-1%,-5%,-4,-1,-14
# (listing goes on)
SMILES,TSHR antagonist,ELG1 repair inh,Mito fusion yeast,Eya2 inh,A-T KAP1 phos,USP2a block,TCR act,hERG WT inh,TRPV1 ag,KCNH2 3.1 block
CCC(C)NC(=O)CCc1nnc2ccc(N3CCC(C)CC3)nn12 (centres undefined),-1,0%,-1%,-6%,-5%,0%,-4%,-14,-6,-2
CNc1c([N+](=O)[O-])cnn1-c1ccc(F)cc1,-3,-12%,-2%,-5%,5%,1%,4%,-2,3,14
COc1ccc(OC)c(C2NC(=O)NC(C)=C2C(=O)OCc2ccccc2)c1 (centres undefined),7,-8%,1%,-7%,-3%,3%,0%,-9,-3,41
O=C(NCCC1=CCCCC1)c1cccc2c1C(=O)N(C1CCCCC1)C2,4,-14%,2%,5%,-1%,2%,11%,0,?,-25
COc1cc2c(cc1OC)CC(C(=O)NCc1ccccc1)NC2 (centres undefined),5,11%,2%,20%,20%,7%,1%,-6,-1,-14
COc1cc(NS(=O)(=O)c2cn(C)cn2)cc(OC)c1OC,-1,12%,2%,2%,-3%,3%,4%,-46,1,-17
Cc1ccc(-n2nc3c(c2NC(=O)c2c(F)cccc2Cl)CS(=O)(=O)C3)cc1C,-10,-3%,2%,16%,3%,-1%,-5%,6,4,5
S=c1[nH]nc(COc2ccccc2)n1/N=C/c1ccc(Cl)cc1Cl,-2,-8%,-6%,-1%,-5%,0%,1%,-15,5,4
O=[N+]([O-])c1ccc(-n2cccn2)c(-c2nn[nH]n2)c1,23,22%,1%,-11%,-4%,3%,-4%,-3,0,6
Cn1cnc2cc(NC(=O)COc3ccccc3)ccc21,-5,?,-1%,-3%,-12%,0%,6%,-5,0,2
CCCc1nnc(NC(=O)CCC(=O)N2CCCCC2)s1,14,11%,-10%,-3%,5%,0%,-2%,-42,-2,13
Cc1cc(C)c(NC(=O)C2CCCN2CCOC(=O)c2ccccc2)c(C)c1 (centres undefined),2,12%,13%,3%,10%,4%,-1%[46.1 µM],-7,?,-1
COCCNC(=O)CSc1ccccc1C(=O)O,-3,2%,-7%,1%,11%,0%,-5%,4,0,7
COc1cc([N+](=O)[O-])cc(CN2CCCCC2)c1O,8,-4%,-2%,-11%,-7%,-9%,nt,7,3,20

# 7 entries out of the list, ordered by count of non-hydrogen atoms, descending.
SMILES,TSHR antagonist,ELG1 repair inh,Mito fusion yeast,Eya2 inh,A-T KAP1 phos,USP2a block,TCR act,hERG WT inh,TRPV1 ag,KCNH2 3.1 block
Cc1ccc(-n2nc3c(c2NC(=O)c2c(F)cccc2Cl)CS(=O)(=O)C3)cc1C,-10,-3%,2%,16%,3%,-1%,-5%,6,4,5
Cc1cc(C)c(NC(=O)C2CCCN2CCOC(=O)c2ccccc2)c(C)c1 (centres undefined),2,12%,13%,3%,10%,4%,-1%[46.1 µM],-7,?,-1
CCC(C)NC(=O)CCc1nnc2ccc(N3CCC(C)CC3)nn12 (centres undefined),-1,0%,-1%,-6%,-5%,0%,-4%,-14,-6,-2
S=c1[nH]nc(COc2ccccc2)n1/N=C/c1ccc(Cl)cc1Cl,-2,-8%,-6%,-1%,-5%,0%,1%,-15,5,4
COc1cc(NS(=O)(=O)c2cn(C)cn2)cc(OC)c1OC,-1,12%,2%,2%,-3%,3%,4%,-46,1,-17
COc1cc([N+](=O)[O-])cc(CN2CCCCC2)c1O,8,-4%,-2%,-11%,-7%,-9%,nt,7,3,20
COCCNC(=O)CSc1ccccc1C(=O)O,-3,2%,-7%,1%,11%,0%,-5%,4,0,7

# Only part of the results is shown; rates above refer to the full screens.
